Source: PubChem (National Center for Advancing Translational Sciences (NCATS))
Nrf2 activator – Nrf2 pathway activation | Potency, µM (top dose mostly 46.1 µM), inactives show at the top dose activation, usual class: activators | 0.31% of 410,000 active | AREc32 ARE-luciferase reporter (MCF7-derived line), luminescence, 24 h; further: potency means the concentration at half of the fitted maximal effect; % of control where 0% means no effect; nearly all actives have a fitted effect of over 65% in size
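ARE-driven firefly luciferase activity in AREc32 cells measured after a 24 hr compound exposure at 37 deg C, using Steady-Glo reagent and a 30 min room-temperature hold.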
pAkt inh – Akt phosphorylation inhibition; Neuro2A IGF-stimulated pAkt S473 HTRF, 20 min; stronger effect = lower value; activity change, % for hits at 50 µM; 0.32% of 360,000 active; AID 651550; in the data active means activity change below about -80%; inconclusive means mostly about -51% to -80%; further: on the % scale 0 is the no-effect control and ±100 the full control effect
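Neuro2A cells in DMEM with 0.5% FBS, overnight at 37 deg C, given compound at single 50 µM final, then IGF (6 nM final) for 20 min at 37 deg C. Lysed; phospho-Akt Ser473 by HTRF after 24 h, 665/615 ratio.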
Mm-Cpn inhibitor – blocks the Methanococcus maripaludis chaperonin Mm-Cpn; AID 504842; purified Mm-Cpn ATPase, ADP Transcreener TR-FRET; Potency, µM (top dose mostly 76.9 µM), for the others: top-dose activity, negative = inhibition, usual class: inhibitors; 0.031% of 330,000 active; further: potency means the concentration at half of the fitted maximal effect; on the % scale 0 is the no-effect control and ±100 the full control effect; nearly all actives have a fitted effect of over 80% in size
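Inhibition of chaperonin ATP hydrolysis is measured as reduced ADP production, detected by competitive TR-FRET in which signal falls with ADP. Final enzyme 25 nM and ATP 10 uM, reacted 30 min at 37°C.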
A549 viability – A549 cytotoxicity, counter-screen for Nrf2 inhibitors; A549 ARE-Fluc cells, CellTiter-Fluor viability, 18-24 h; Potency, µM (titrated, usually from 46 µM), without a hit: at the top dose activity change, negative = cytotoxicity, usual class: inhibitors; 0.16% of 390,000 active; AID 504648; further: potency means the concentration at half of the fitted maximal effect; on the % scale 0 is the no-effect control and ±100 the full control effect
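A549 ARE_Fluc cells in 5% FBS OPTI-MEM were exposed to compounds in concentration-response for 18-24 h at 37 deg C. Viability was read by CellTiter-Fluor fluorescence (Ex 405/Em 525) after 30 min, before the luciferase read.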
Abeta rescue – A-beta toxicity reversal in yeast; yeast expressing A-beta42, growth rescue, OD600, 48 h; response scale: 0% DMSO, 100% iron-clioquinol control; Potency, µM (doses to about 46.1 µM), without a hit: top-dose growth rescue, most hits filed as activators; 0.063% of 410,000 active; AID 1347071; further: potency means the concentration at half of the fitted maximal effect; nearly all actives have a fitted effect of over 55% in size
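Yeast growth medium received pinned compounds, then yeast cells expressing toxic A-beta were added; plates incubated at 30 C for 48 hr. Growth read as absorbance at 600 nm, normalized to DMSO and equimolar FeCl3 plus clioquinol controls.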
TGFb SMAD3 inh – blocks TGF-b signaling; HepG2 CAGA-GFP TGF-b/SMAD3 reporter, GFP fluorescence, 18 h; TGF-beta stimulated, 500 pg/mL final; Potency, µM (doses to about 46.1 µM), inactives show at the highest dose activity, negative = inhibition, usual class: inhibitors; 1.2% of 410,000 active; AID 588855; further: potency means the concentration at half of the fitted maximal effect; on the % scale 0 is the no-effect control and ±100 the full control effect; nearly all actives have a fitted effect of over 65% in size
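Using HEPG2 CAGA-GFP reporter cells at 1000 cells/well, we pinned test compounds, stimulated with recombinant TGF-beta (500 pg/mL final) and measured total well GFP after 18 h.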
CCT modulator – changes cytosolic chaperonin activity | purified chaperonin ATPase assay, HTRF ADP detection, 30 min | activity change, % (test concentration not listed), hits read low | 0.3% of 360,000 active | AID 651819; in the data active means activity change below about -30%; further: on the % scale 0 is the no-effect control and ±100 the full control effect
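First, chaperonin was dispensed at 40 nM or 20 nM final depending on batch activity. Next, compounds were pinned at 76 uM and ATP added at 10 uM. After 30 min at 37 °C, ADP detection reagents ran 30 min at ambient temperature.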
Nrf2 block – inhibitors of Nrf2 signaling; AID 504444; Potency, µM (series often up to 46 µM), without a hit: at the highest dose activity change, negative = inhibition, actives largely listed as inhibitors; 2.1% of 360,000 active; A549 ARE-Fluc reporter, luciferase luminescence, 18-24 h; further: potency means the concentration at half of the fitted maximal effect; on the % scale 0 is the no-effect control and ±100 the full control effect; nearly all actives have a fitted effect of over 60% in size
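Quantitative HTS in A549 cells stably bearing an antioxidant response element-firefly luciferase construct. Inhibition of Nrf2-driven transcription was scored by luminescence after 18-24 h of compound exposure at 37 °C.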
HepG2 viability – kills HepG2 cells in TGF-b inhibitor counter-screen. HepG2 CAGA-GFP viability, ATP luminescence, 18 h. Potency, µM (doses to about 46.1 µM), for inactives: at the highest dose activity change, negative = cytotoxicity, hits mostly cytotoxic. AID 588856. 0.76% of 410,000 active; further: potency means the concentration at half of the fitted maximal effect; some results filed as inactive show a strong effect at the top dose
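HepG2 CAGA-GFP cells (1000/well, DMEM with 1% FBS) received compound, then TGF-beta at 500 pg/mL final, and were incubated 18 hours at 37 degrees C. Viability was read by CellTiter-Glo luminescence. Media-only wells were set as complete cell-killing and DMSO as no toxicity.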
Starred values were filed as active, the others as inactive; i = inactive; ? = inconclusive; / = no result given; & = joins results of further samples. Unless noted, the call rests on the fitted dose curve; in most records, active means well fitted curve in the direction sought with a large enough effect; inconclusive means small, poorly fitted or top-dose-only effect, or another doubt; inactive means no such curve, though single readings can be large; an effect the other way counts as inactive or inconclusive.

Structure | Nrf2 activator | pAkt inh | Mm-Cpn inhibitor | A549 viability | Abeta rescue | TGFb SMAD3 inh | CCT modulator | Nrf2 block | HepG2 viability
CCOc1ccc(OCC(=O)Nc2cccc(S(=O)(=O)NC3=NCCC3)c2)cc1 | -0.1% | i | / | 2% | -14% | -8% | -0.4 | -8% | -2%
O=c1c2c3nc4ccccc4nc3n(/N=C/c3ccco3)c2ncn1CCC1=CCCCC1 | 0.2% | i | -2% | -10% | -16% | -27% | 1.4 | -4% | -1%
CCN(CC)c1ncnc2c1cnn2-c1cc(Cl)ccc1C | 6.1% | / | / | 2% | -26% | -10% | / | / | -9%
COc1ccc(CCC(=O)N2CCCSC2=Nc2ccc(C(C)=O)cc2)cc1 | 4.7% | i | 3% | -8% | -7% | -12% | -0.9 | 7% | 7%
CCOc1ccccc1NC(=O)c1cccnc1 | 6.2% | i | / | -5% | 0% | 3% | 0.4 | 11% | 10%
CC1CCCN(CCCCOc2cccc(Br)c2)C1 (stereo not drawn) | 0.0% | i | 2% | 4% | -2% | -24% | 2.3 | -5% | -32%
Cc1cccc(NS(=O)(=O)c2cc(OCC(N)=O)c(C)cc2Cl)c1 | 2.2% | i | 0% | 5% | 1% | 2% | -0.7 | -23% | -12%
CCC(c1nnnn1Cc1ccc(OC)cc1)N1CCN(C(=O)c2ccco2)CC1 (stereo not drawn) | -0.3% | i | 0% | 1% | 9% | -4% | 1.6 | -17% | -15%
COc1ccc(CNc2nc(N)nc3nc[nH]c23)cc1 | / | / | / | 2%&6% | / | 2%&17% | / | 17%&16% | -23%&-2%
O=C(Nc1cc(=O)[nH]c2nc(-c3ccccc3)nn12)c1ccc(Cl)cc1 | 2.3% | i | 3% | -2% | 3% | 3% | -1.4 | 3% | 6%

An excerpt from above in order of the Nrf2 activator value, high to low:
Molecule	Nrf2 activator
O=C(Nc1cc(=O)[nH]c2nc(-c3ccccc3)nn12)c1ccc(Cl)cc1	2.3%
O=c1c2c3nc4ccccc4nc3n(/N=C/c3ccco3)c2ncn1CCC1=CCCCC1	0.2%
CCOc1ccc(OCC(=O)Nc2cccc(S(=O)(=O)NC3=NCCC3)c2)cc1	-0.1%

Later entries
Structure | Nrf2 activator | pAkt inh | Mm-Cpn inhibitor | A549 viability | Abeta rescue | TGFb SMAD3 inh | CCT modulator | Nrf2 block | HepG2 viability
Nc1ccccc1Nc1ccncc1[N+](=O)[O-] | -0.4% | i | 3% | -3% | 2% | -1% | 1.5 | 3% | -14%
CCOc1cccc(CNC(=O)c2ccc(N3CCCC3)c(NC(=O)NCc3ccc(F)cc3)c2)c1 | -0.6% | / | / | -7% | -1% | -5% | / | / | 1%
CSC[C@H]1CN(CCc2ccccc2)C(=O)[C@@H]1CC(=O)Nc1ccc(Br)cc1 | 0.5% | i | / | / | 10% | -14% | -1.2 | / | -24%
O=C1c2[nH]nc(-c3ccc(Br)cc3)c2C(c2cccc(O)c2)N1c1ccc(Cl)cc1 (stereo not drawn) | -3.7% | / | / | -24% | -16% | 7.1µM* | / | ? | 14µM*
CCn1c(COc2ccc3c(c2)CCCC3)nnc1SCC(=O)Nc1ccc(C(=O)OC)cc1 | 6.3% | i | -1% | 0% | 5% | 5% | 1.5 | -13% | 2%
CCc1ccc(NC(=O)CSc2nc3ccccc3c(=O)n2CCN2CCOCC2)cc1 | 3.6% | i | ? | -8% | 9% | 2% | -3.8 | -6% | -31%
CC(=O)Oc1ccc(C)cc1-n1nc2ccccc2n1 | 3.8% | i | -3% | -12% | -28% | ? | -4.9 | ? | -12%
CCOc1cc(/C=N/n2cnnc2)ccc1OCC(=O)Nc1ccccc1OC | 0.4% | i | 0% | -6% | 6% | 2% | -1.3 | -20% | 8%
CC1CCC(NC(=O)C2CCC(CNc3c(N4CCCCC4)c(=O)c3=O)CC2)CC1 (stereo not drawn) | 0.2% | i | 3% | 0% | -1% | 4% | -1.2 | -14% | 13%
CCOc1ccc(NC(=O)Nc2cc(-c3ccccc3)sc2C(=O)OC)cc1 | 5.0% | i | -1% | -3% | 1% | -14% | -1.7 | -23% | 0%
CCc1ccc(N2C(=O)c3sc4nnc(C)c(=O)n4c3C2=O)cc1 | -0.2% | / | -5% | -1% | -1% | 0% | 0.1 | 2% | -26%
Cc1cccc(NC(=O)CSc2nc3ccc(NC(=O)COc4ccccc4C)cc3s2)c1 | -0.5% | / | / | -18% | -9% | ? | / | ? | -34%
O=S(=O)(Nc1ccccc1C(F)(F)F)c1ccc(-c2ccccn2)s1 | 0.1% | i | -4% | -8% | -16% | -24% | -2.6 | 13% | -36%
Cc1onc(-c2ccccc2Cl)c1C(=O)NCc1nnnn1-c1ccc(F)cc1 | -0.2% | i | 0% | 0% | 4% | -2% | 0.0 | -1% | -20%
CCN(CC(=O)Nc1c(F)cccc1F)C(=O)C1(c2ccccc2)CC1 | -1.2% | i | -4% | 1% | 16% | -27% | 0.6 | ? | 0%
O=c1[nH]c2ccccc2nc1Cc1ccc([N+](=O)[O-])cc1 | 0.4% | i | 3% | -2% | -8% | -20% | 0.2 | 0% | -8%
COc1ccc(C2CC(O)(c3ccccc3)Oc3cc(C)cc(C)c32)cc1 (stereo not drawn) | / | / | / | -5% | / | ? | / | -21% | -94%
CC[N+]1(CC(O)COC2CC(C)CC(C)(C)C2)CCOCC1 (stereo not drawn) | -0.8% | i | 2% | 7% | -19% | -4% | 0.0 | ? | 21%
CCN(c1ccccc1)S(=O)(=O)c1ccc(Cl)c(NC(=O)CSc2nncn2C)c1 | -0.9% | i | -5% | 0% | -5% | 9% | -24 | -6% | -1%
Cc1ccsc1/C=N/n1cnnc1 | 0.3% | i | 0% | 2% | 7% | -7% | -0.8 | 0% | -13%

3 entries out of the list, arranged by molecular weight, smallest number first.
Structure | Nrf2 activator | pAkt inh | Mm-Cpn inhibitor | A549 viability | Abeta rescue | TGFb SMAD3 inh | CCT modulator | Nrf2 block | HepG2 viability
CCc1ccc(N2C(=O)c3sc4nnc(C)c(=O)n4c3C2=O)cc1 | -0.2% | / | -5% | -1% | -1% | 0% | 0.1 | 2% | -26%
CCN(CC(=O)Nc1c(F)cccc1F)C(=O)C1(c2ccccc2)CC1 | -1.2% | i | -4% | 1% | 16% | -27% | 0.6 | ? | 0%
O=C1c2[nH]nc(-c3ccc(Br)cc3)c2C(c2cccc(O)c2)N1c1ccc(Cl)cc1 (stereo not drawn) | -3.7% | / | / | -24% | -16% | 7.1µM* | / | ? | 14µM*

Other results follow.
Structure | Nrf2 activator | pAkt inh | Mm-Cpn inhibitor | A549 viability | Abeta rescue | TGFb SMAD3 inh | CCT modulator | Nrf2 block | HepG2 viability
O=C(Nc1ccccc1N1CCCC1)c1ccc2ccccc2c1 | 0.3% | i | 0% | 1% | -2% | 30% | -0.6 | 13% | 1%
CN(C)S(=O)(=O)c1ccc(C(=O)NCC(c2cccs2)N2CCOCC2)cc1 (stereo not drawn) | -0.8% | i | 0% | 19% | -26% | 12% | 0.4 | 17% | -12%
Cc1ccc(NC(=O)N(Cc2cc3cc(C)cc(C)c3[nH]c2=O)CC2COCCO2)cc1 (stereo not drawn) | -0.6% | i | 1% | -10% | 3% | 5% | 0.6 | -19% | -9%
COc1ccc(CNC(=O)c2cnc3sc(N4CCCCCC4)nn3c2=O)cc1 | -1.5% | / | / | -1% | -2% | -14% | / | 26% | 3%
O=C(NCC(c1ccco1)N1CCN(c2ccc(F)cc2)CC1)C(=O)NC1CCCCC1 (stereo not drawn) | -0.4% | i | 0% | -4% | 4% | 18% | 2.3 | -29% | -1%
COc1cccc(CN2CCN(Cc3cc(OC)c(OC)c(OC)c3)CC2)c1OC | -0.8% | i | -1% | 3% | 8% | 19% | -1.4 | -15% | 1%
COc1ccccc1N(Cc1ccccc1)S(=O)(=O)c1cc(C(=O)O)ccc1Cl | -0.7% | i | 1% | 3% | 12% | 16% | 1.8 | 1% | -18%
CC12CCC(C(=O)N(c3cccc(Cl)c3)C1=O)C2(C)C (stereo not drawn) | -0.4% | i | 1% | 1% | 6% | -22% | -1.4 | 10% | -24%
O=C(OCc1ccc(F)cc1)c1ccc2c(c1)-c1ccccc1C2=O | 5.6% | i | -27% | -2% | 21% | 6% | -1.2 | -14% | 2%
O=C(C=Cc1ccco1)c1ccc2ccccc2c1 | 7.9µM* | i | / | -3% | -12% | -30% | -0.4 | ? | -24%
COc1cccc(NC(=O)CN2C(=O)NC(C)(C3CC3)C2=O)c1 (stereo not drawn) | -0.3% | i | 0% | 1% | -12% | -5% | -3.3 | 12% | -15%
CC(C)(C)OC(=O)Cn1c(=O)cnc2ccccc21 | -0.7% | / | 0% | 1% | -10% | -4% | -3.1 | ? | 2%
CCCn1c(N)c(C(=O)NS(=O)(=O)c2ccc(C)cc2)c(=O)n(C)c1=O | -0.4% | i | -1% | 6% | -11% | -20% | 0.1 | ? | 5%
O=C(c1ccccc1)c1nccn1-c1ccc(Cl)nn1 | 2.9% | i | 0% | 0% | 0% | 0% | 0.8 | 0% | -1%
Cc1cc(NC(=O)CSc2nc3c([nH]c4ccccc43)c(=O)n2-c2ccccc2F)no1 | 5.6%&16% | i | -11% | ? | 7%&-12% | 0%&1% | -6.4 | -12% | -5%&-29%
Cc1ccccc1NC(=S)N1CCN(C(=O)c2ccco2)CC1 | 0.2% | i | -2% | -5% | -4% | -14% | -3.3 | -8% | 2%
COc1ccc(Cl)cc1Nc1nc(-c2sc(NC(=O)c3ccco3)nc2C)cs1 | -0.3% | i | ? | -5% | -17% | -2% | 1.2 | 9% | -30%
CCOC(=O)N1CCN(C(=O)CNC(=O)c2ccc(Cl)cc2)CC1 | -0.5% | i | -2% | -10% | -8% | -17% | -0.2 | -8% | 27%

Hits appear at their usual frequency (roughly 4.3% active in at least one column).
